# tim23-1 inh: growth inhibitors of tim23-1 mutant yeast; AID 463212; S. cerevisiae tim23-1 growth, BacTiter-Glo luminescence, 24 h; actives 1.3% (n = 330,000); inhibition, % at 20 µM;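 active means growth inhibition of the mutant yeast at or above 50%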;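 further: temperature-sensitive mutant grown at 25 °C; plate controls were DMSO-treated mutant yeast for no effect and medium wells lacking yeast for full effect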
# tim10-1 inh: growth inhibitors of tim10-1 mutant yeast; inhibition, % at 20 µM; AID 463190; S. cerevisiae tim10-1 ts strain growth, BacTiter-Glo, 24 h; actives 2.2% (n = 330,000);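 active means inhibition of at least 40%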;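 further: mutant grown at 25 °C; 0% = DMSO wells with yeast and 100% = wells holding no yeast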
# CHOP UPR activ: activators of apoptotic arm of unfolded protein response (CHOP) | CHO-CHOP luciferase reporter, UPR activation, luminescence; percent of tunicamycin response over DMSO baseline | activation, % at 10 µM | actives 0.34% (n = 330,000);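 active means at 10 µM dose, activation of 40% or more, normalized to positive control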;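 further: 100% = tunicamycin at 10 µg/mL and 0% = DMSO alone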
#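 Material: CHO-CHOP cells, stable luciferase reporter of PERK-eIF2a-CHOP signalling; quantity: 500 reporter cells seeded per well; buffer or medium: F12 medium containing 10% fetal bovine serum; compound: one dose, 10 µM in 0.5% DMSO; incubation: 6 h compound treatment, 37 °C; measured by: Steady-Glo luciferase luminescence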
# XBP1 UPR activ: activators of adaptive arm of unfolded protein response (XBP1). CHO-XBP1 luciferase reporter, IRE1-XBP1 UPR activation, luminescence; percent of tunicamycin response, DMSO as zero. activation, % at 20 µM. actives 0.33% (n = 330,000);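 active means versus positive control, 20 µM dose yields 30% or more activation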;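 further: 100% = tunicamycin at 10 µg/mL and 0% = DMSO only wells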
#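 Material: CHO cell line with stable XBP1 luciferase reporter; schedule: 16-18 h cell attachment at 37 °C, then 6 h compound exposure; signal: glow luminescence from Steady-Glo reagent; medium: serum-containing F12 medium, 10% FBS; benchmarks: tunicamycin 10 µg/mL and vehicle-only wells; read-out: percent activation relative to tunicamycin reference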
# 697 NFkB inh: lowers PMA/ionomycin-induced NF-kB signal in 697 B cells; 697 B-cell NF-kB luciferase reporter, 16 h; inhibition, % at 4 µM; actives 0.33% (n = 330,000); in the data active means inhibition above about 35%
# TIM10 inh: growth inhibitors of TIM10 yeast strain. AID 463195. actives 1.4% (n = 330,000). inhibition, % at 10 µM. S. cerevisiae TIM10 strain growth, BacTiter-Glo luminescence, 24 h;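 active means inhibition of 40% or more at the single tested concentration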;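 further: wild-type TIM10 isogenic control strain grown at permissive 25 °C; 0% = DMSO yeast wells and 100% = minimal medium wells without yeast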
# Jurkat NFkB inh: lowers PMA/ionomycin-induced NF-kB signal in Jurkat cells; PMA/ionomycin-induced NF-kB luciferase reporter, luminescence; inhibition, % at 4 µM; actives 0.53% (n = 330,000); AID 435003; in the data active means inhibition above about 50%
# Mdm2 MdmX PPI: human Mdm2/MdmX binding inhibition. O15151+Q00987. SaOS-2 split-luciferase Mdm2/MdmX complementation, luminescence. inhibition, % at 8 µM. actives 3% (n = 330,000). AID 485346;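 active means inhibition of at least 50% at 8 µM in the primary screen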
# Target sequence (O15151 whole entry, looked up): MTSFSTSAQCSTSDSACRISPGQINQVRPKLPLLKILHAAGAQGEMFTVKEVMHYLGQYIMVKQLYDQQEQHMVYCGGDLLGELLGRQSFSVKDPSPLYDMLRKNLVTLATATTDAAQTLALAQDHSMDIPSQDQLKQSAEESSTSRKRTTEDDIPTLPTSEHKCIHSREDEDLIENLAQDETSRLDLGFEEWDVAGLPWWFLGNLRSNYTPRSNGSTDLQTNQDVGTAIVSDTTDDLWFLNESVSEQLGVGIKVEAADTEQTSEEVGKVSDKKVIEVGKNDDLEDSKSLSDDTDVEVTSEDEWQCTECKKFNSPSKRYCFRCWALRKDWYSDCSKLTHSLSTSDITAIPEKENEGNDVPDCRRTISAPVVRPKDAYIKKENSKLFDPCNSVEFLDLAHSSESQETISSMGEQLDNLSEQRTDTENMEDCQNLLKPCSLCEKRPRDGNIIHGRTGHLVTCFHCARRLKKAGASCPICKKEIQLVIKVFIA
# Target sequence (Q00987 whole entry, looked up): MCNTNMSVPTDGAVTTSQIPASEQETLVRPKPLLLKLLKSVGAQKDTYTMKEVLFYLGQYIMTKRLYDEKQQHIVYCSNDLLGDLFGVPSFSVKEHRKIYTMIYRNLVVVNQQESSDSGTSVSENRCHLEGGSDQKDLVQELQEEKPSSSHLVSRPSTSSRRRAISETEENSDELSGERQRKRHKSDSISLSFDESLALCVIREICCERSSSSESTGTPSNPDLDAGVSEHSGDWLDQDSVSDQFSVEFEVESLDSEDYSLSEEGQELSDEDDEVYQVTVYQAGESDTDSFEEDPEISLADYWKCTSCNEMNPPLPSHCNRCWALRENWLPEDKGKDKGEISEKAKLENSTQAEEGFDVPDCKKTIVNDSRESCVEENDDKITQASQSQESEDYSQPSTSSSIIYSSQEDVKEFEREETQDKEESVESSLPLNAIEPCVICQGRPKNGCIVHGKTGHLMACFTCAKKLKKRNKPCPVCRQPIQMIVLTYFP
# Starred values were filed as active, the others as inactive.
SMILES,tim23-1 inh,tim10-1 inh,CHOP UPR activ,XBP1 UPR activ,697 NFkB inh,TIM10 inh,Jurkat NFkB inh,Mdm2 MdmX PPI
O=C(c1cccc(S(=O)(=O)N2CCOCC2)c1)N1CCN(S(=O)(=O)c2cccs2)CC1,17,5,0.3,-2,21,-3,-1,10
CC(C)C(NC(=O)c1ccc(C(C)(C)C)cc1)C(=O)OCC(=O)NC(=O)Cc1ccccc1 (stereo unspecified),17,34,-0.7,-1,-23,-4,10,3
CC1(C)NC(=O)N(CC(=O)OCC(=O)N2CCN(S(=O)(=O)c3ccccc3)CC2)C1=O,-7,-16,1.4,-2,15,1,3,5
Cc1ccsc1C(=O)N1CCN(C(=O)c2ccco2)CC1,10,-2,-1.9,-2,18,6,8,-12
CCOC(=O)C1(CCCc2ccccc2)CCN(C(=O)C2CCCN(C(N)=O)C2)CC1 (stereo unspecified),16,12,-1.5,2,0,16,-1,-6
Nc1c(N(CCCO)C(=O)C2CCCC2)c(=O)[nH]c(=O)n1Cc1ccccc1,10,5,-0.4,-1,-4,3,-21,-1
Cc1cc(O)c(Sc2ccccc2)c(=O)o1,4,-1,0.9,-1,12,6,15,1
Cc1cccc(CCNC(=O)CCS(=O)(=O)c2cc3c(cc2Cl)NC(=O)CO3)c1,-14,-10,0.9,-4,0,-5,7,19
CC(C)c1ccc(NC(=O)NCc2ccc3c(c2)OCO3)cc1,-8,-20,0.4,-1,-24,-11,-4,18
O=C(CCC1CCCN(C(=O)c2ccc3cc[nH]c3c2)C1)N1CCN(c2ccccn2)CC1 (stereo unspecified),4,-5,0.1,-6,7,-5,-1,-15
C=CCN(C(=O)Nc1ccc2oc(C)nc2c1)c1ccccc1,-6,26,4.8,0,-89,9,-30,-8
CCOc1ccccc1N1CCN(C(=O)NC2CCCCC2)CC1,10,0,-2.6,-3,-7,0,0,3
O=C1S/C(=C/c2ccc(N3CCOCC3)o2)C(=O)N1Cc1ccc(F)cc1,25,42*,0.3,-1,-1,24,2,10
Cc1nn(-c2ccccc2)c(C)c1C(=O)OCC(=O)Nc1cccc(S(N)(=O)=O)c1,6,7,-3.1,-4,-3,5,-4,9
CCC(=O)Nc1cccc(-n2nnnc2SCC(=O)NCc2ccco2)c1,9,-19,-1.5,-2,31,-8,-9,8
O=C(NCc1ccccc1Cl)c1ccc(S(=O)(=O)N2CCCC2)cc1,-3,-4,0.2,0,15,-9,-1,6
CCNc1nc(NC(C)C)nc(N(n2cnnc2)S(=O)(=O)c2ccc(C)cc2)n1,17,15,-2.7,-3,6,-4,-15,29
CCC(C)(C)NC(=O)C1CCN(S(=O)(=O)c2cccs2)CC1,8,-5,-2.5,-3,12,5,0,19
CCCN1CCN(C(=O)Cn2ncc3c([nH]c4ccc(C)cc43)c2=O)CC1,8,-3,0.1,-3,-57,-11,-11,-9
C/C(=N\NC(=O)c1ccccc1)c1c(C)[nH]n(-c2ccccc2)c1=O,20,20,-2.2,-2,15,-6,-2,38

# Reprinted from the part before: 6 compounds, then new ones.
SMILES,tim23-1 inh,tim10-1 inh,CHOP UPR activ,XBP1 UPR activ,697 NFkB inh,TIM10 inh,Jurkat NFkB inh,Mdm2 MdmX PPI
CCC(=O)Nc1cccc(-n2nnnc2SCC(=O)NCc2ccco2)c1,9,-19,-1.5,-2,31,-8,-9,8
O=C(NCc1ccccc1Cl)c1ccc(S(=O)(=O)N2CCCC2)cc1,-3,-4,0.2,0,15,-9,-1,6
CCNc1nc(NC(C)C)nc(N(n2cnnc2)S(=O)(=O)c2ccc(C)cc2)n1,17,15,-2.7,-3,6,-4,-15,29
CCC(C)(C)NC(=O)C1CCN(S(=O)(=O)c2cccs2)CC1,8,-5,-2.5,-3,12,5,0,19
CCCN1CCN(C(=O)Cn2ncc3c([nH]c4ccc(C)cc43)c2=O)CC1,8,-3,0.1,-3,-57,-11,-11,-9
C/C(=N\NC(=O)c1ccccc1)c1c(C)[nH]n(-c2ccccc2)c1=O,20,20,-2.2,-2,15,-6,-2,38
COc1ccccc1CNC(=O)COC(=O)CSc1ccc(F)cc1,12,36,0.6,0,-5,0,2,-21
Cc1cc(NS(=O)(=O)c2ccc(Cl)cc2)nn1CC(=O)NCc1ccco1,-1,-8,0.1,-2,5,-3,9,-8
O=C(CN1C(=O)NC2(CCCC2)C1=O)Nc1ccccc1F,24,10,-0.7,0,15,0,-2,-5
C#CCOCCOCCOCCNc1nc(N2CCN(C(=O)C([C@@H](C)CC)n3cc(C(N)Cc4ccc(O)cc4)nn3)CC2)nc(N2CCN(C(=O)[C@H](CCC(=O)O)n3cc(C(N)CC(C)C)nn3)CC2)n1 (stereo partly specified),7,8,-0.3,-1,1,-5,-3,2
CC(C)C(=O)N1CCN(c2ccccc2NC(=O)c2cc([N+](=O)[O-])ccc2N2CCOCC2)CC1,13,-2,-1.9,0,2,1,-4,21
O=C(O)CCCCCN1C(=O)/C(=C\c2cn(-c3ccccc3)nc2-c2cccs2)SC1=S,34,15,2.8,-1,13,22,11,51*
O=C(C1=C(O)C(=O)N(CCCN2CCOCC2)C1c1ccc(Cl)cc1)c1cc2ccccc2o1 (stereo unspecified),-2,6,1.8,0,-17,2,5,19
CN(c1ccc(C(=O)Nc2cccnc2)cc1)S(C)(=O)=O,-7,-17,-0.7,-1,18,1,0,17
CCCCc1ccc(N=N/C(C(=O)Nc2ccc(NC(C)=O)cc2OC)=C(/C)O)cc1,11,19,-1.6,-1,-20,-6,1,3
CCC(CC)c1nnc(NC(=O)c2ccc3c(c2)OCO3)s1,32,23,5.4,13,-57,33,-21,-52
Cc1nnc(SCC(=O)c2c(N)n(C)c(=O)n(C)c2=O)n1Cc1ccccc1,17,-18,1.7,-2,5,5,-3,-44
CCCCNC(=O)c1onc(CSc2cc(C)cc(C)c2)c1C(=O)NCCCC,25,16,-2.2,-3,-32,13,-4,22
COc1ccc2cc(C3CC(c4ccco4)=NN3S(C)(=O)=O)c(Cl)nc2c1 (stereo unspecified),1,-3,-1.3,-1,-5,16,5,0
CN(C[C@H](CC1CCCCC1)N(C[C@H](Cc1ccccc1)N(CCc1ccccc1)N=O)N=O)N=O,30,29,0.3,0,0,29,8,0
CCCCN1C(=O)C(O)(CC(=O)c2c(C)coc2C)c2ccccc21 (stereo unspecified),20,28,-2.5,-3,2,0,1,-13
COc1ccc2nc(N(CCN(C)C)C(=O)c3ccc(C(=O)c4ccccc4)cc3)sc2c1,8,8,0.4,-7,3,18,-13,13
COc1cc(OC)cc(-c2nnc(SCC(=O)N3CCCc4ccccc43)o2)c1,32,22,-1.7,-6,2,6,4,33
CCOc1ccc(OCCCCn2cnc3ccccc3c2=O)cc1,15,9,-0.5,0,1,11,6,14
COc1ccc2c(c1)OC[C@H]1[C@H]2N2C(=O)CN(CCc3c[nH]c4ccccc34)C(=O)[C@@]2(C)[C@H]1c1ccccc1,21,8,1.1,-5,0,7,2,8
O=C1NC(=Nc2cccnc2)S/C1=C/c1ccc(F)cc1,8,-4,5.5,1,2,2,7,51*
O=C(NCCN1CCCCCC1)C1CCCN1S(=O)(=O)c1cccc2nsnc12 (stereo unspecified),16,4,-0.5,1,-10,7,-19,-3
COC(=O)c1ccc(Sc2ccc(F)cc2)c(N)c1,6,0,3.8,3,4,-1,-9,-11
O=C(CN(CCc1ccccc1)C(=O)CNS(=O)(=O)c1ccc(F)cc1)NCC1CCCO1 (stereo unspecified),-19,-16,1.2,-2,16,-3,-2,7
CC(C)CNC(=O)C1CCN(S(=O)(=O)c2ccc3c(c2)OCCO3)CC1,-15,-16,-1.1,-4,7,-4,11,3
C=CCN(C(=O)c1oc2c(Cl)cc(C)cc2c1C)C1CCS(=O)(=O)C1 (stereo unspecified),28,30,3.7,-4,-133,-1,-75,-118
O=C(O)CCCCCNc1ccc2nsnc2c1[N+](=O)[O-],13,4,-1.2,0,6,-1,2,-4
COc1cc(/C=C2\SC(=S)N(Nc3ccccc3)C2=O)ccc1O,29,51*,5.6,7,-91,31,-32,-76
COC(=O)Nc1csc2c1NC(=O)CCCC2,2,-5,-0.3,0,4,1,-8,5
CCn1cc(CN2CCCC(CNS(=O)(=O)c3cccc4cccnc34)C2)cn1 (stereo unspecified),-5,-19,2.0,-2,-6,-4,-10,-9
C/C(=C\C(=O)c1ccc(Br)cc1)NNC(=O)c1ccccc1,22,-2,-0.7,2,27,-5,-2,46
CCc1cccc(C)c1NC(=O)COC(=O)c1c2c(nc3ccccc13)/C(=C\c1cccs1)CCC2,17,10,1.4,-3,-20,5,-5,30
O=C(Nc1ccccc1-c1nnc(SCc2ccc(Cl)cc2Cl)o1)c1ccccc1,11,8,0.4,-2,-13,-2,9,-20
Cc1occc1-c1nnc(SCC(=O)Nc2ccc(F)cc2)n1C,11,12,-3.8,-2,4,-17,-12,13
Cc1nn(Cc2ccccc2)c(N)c1-c1ccccc1,27,19,2.7,-3,-26,5,-18,-16
Cn1cc(SCC(=O)Nc2ccc3c(c2)OCCO3)c2ccccc21,27,25,3.0,1,4,1,-14,4
CNC(=O)CSc1nnc(-c2ccco2)n1-c1cccc(OC)c1,2,0,-1.6,-3,11,-2,-5,24
O=C(Oc1ccc(Br)cc1C(=S)N1CCCCC1)c1cc([N+](=O)[O-])cc([N+](=O)[O-])c1,46,51*,-2.4,-3,11,36,-1,0
COc1ccc(-c2noc(CN(C)C3CCOCC3)n2)cc1,2,3,-0.1,1,-1,-28,-17,4
CN(C)S(=O)(=O)c1ccc(Oc2ccccc2)cc1,10,30,-2.1,0,-11,1,-21,-3
CC(OC(=O)C1CCN(S(=O)(=O)c2ccc(F)cc2)CC1)C(=O)NC1CCCCC1C (stereo unspecified),13,13,-1.7,-2,9,9,0,3
C=CCN(C(=O)Cn1nc(C)n2c(cc3cc(C)ccc32)c1=O)c1ccccc1,29,23,4.3,0,-21,14,5,21
N#CC1=C(N)C(C#N)(C#N)[C@H](c2ccoc2)[C@H]2CN(Cc3ccccc3)CC=C12,17,12,-0.3,37*,15,14,16,31
O=C(O)c1cccc(Cn2c(Cl)c(/C=N/NC(=O)c3ccc(O)cc3)sc2=O)c1,7,12,-0.9,-1,10,4,-3,17
O=c1c(-c2ccccc2)c(O)nc(SCCN2CCOCC2)n1-c1ccccc1,4,6,-1.3,2,0,-25,13,18
Cc1ccc2c(=O)n3c(nc2c1)C(Cc1ccc(O)cc1)NC(=O)c1ccc(Cl)cc1-3 (stereo unspecified),-2,-4,-0.7,6,-1,5,-21,27
CCOC(=O)c1[nH]nc(C(=O)c2ccc(Br)cc2)c1O,25,-4,-0.1,3,15,33,2,3
Cc1nn(Cc2ccc(Cl)cc2Cl)c(C)c1NC(=O)c1sc2ccccc2c1Cl,-9,3,-0.9,-1,-1,-2,-2,28
CCc1nc(NCCN2CCOCC2)c2oc3ccccc3c2n1,-1,0,-1.3,-1,3,-11,16,4
O=C(CCCn1c(=S)[nH]c2ccsc2c1=O)Nc1ccc2c(c1)OCCO2,8,19,-5.7,-3,-15,10,-16,31
O=C(CSc1ccccc1)Nc1ccncc1,12,15,0.3,1,3,6,-4,-7
COc1ccc(CN2C(=O)CN=C2Nc2ccc(C)cc2C)cc1,22,28,1.9,1,23,11,-10,-18
Cc1ccc(-c2ccc(=O)[nH]n2)cc1,0,14,0.3,0,-8,7,6,-5
Nc1nc(N)c(C=Nc2ccc(Br)cc2)c(Nc2ccc(Br)cc2)n1,-2,57*,-0.5,7,-1,35,-2,16
COc1c(Br)cc(/C=N/n2c(-c3ccccc3)n[nH]c2=S)c(O)c1Br,62*,26,0.9,-2,-26,37,-23,13

# Source: PubChem (Sanford-Burnham Center for Chemical Genomics)
